Screening data as filed in PubChem BioAssay.
Autophagy HCS = alters autophagy in cells | MEF GFP-LC3 puncta imaging; test concentration mostly 10 µM | calls only at 10 µM (by protocol) | 190,000 compounds, 0.98% hits | AID 463193;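 active = percentage of spot-positive cells more than 3 SD above its plate mean, without a fluorescence outlier flag or 80% toxicity; inconclusive = no clear call, values can overlap the other calls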;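 also: spot-positive cell cutoff set from DMSO-treated cells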
MT stabilizer = microtubule stabilization, imaging screen; HeLa tubulin immunostaining HCS, 24 h; share of cells brighter than vehicle mean+2SD; % tubulin-high responders, % at 10 µM; 200,000 compounds, 0.83% hits; AID 2205;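 active = plate Z-score above 3 for both tubulin-high and condensed-nucleus cell shares, with cell loss under 80%, at 10 µM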;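 also: anti alpha tubulin signal scored within the nucleus-defined area of each cell; some results filed as inactive read as strong as hits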
T cell HTS = T cell immune modulation candidate. 330,000 compounds, 0.068% hits. AID 2052. 2C CD8+ T cell-vesicle binding, flow cytometry; active compounds read low. calls only at 7 µM;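 active = response, share of CD8 T cells binding vesicles, and their 90th percentile fluorescence all below set limits, cut at about 80% in these data, passing the limit was not always enough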
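Also added: QL9-peptide-loaded Drosophila micro-vesicles bearing Ld, ICAM-1 and B7-1; Test system: purified 2C TCR transgenic mouse naive CD8+ T cells; Measured by: cytometric PE anti-B7-1 and Alexa647 anti-CD8 signals after 1% paraformaldehyde fixation; Timing: binding step 1.5 h, 37 °C, antibody labelling 20 min, ice.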
Ins promoter up = MIN6 insulin promoter up-regulation; MIN6 insulin promoter-GFP reporter, high-content imaging; active compounds read high; z-score at 5 µM; 190,000 compounds, 0.3% hits; AID 1625;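 active = z-score above 3 at 5 µM with at least 500 cells counted in the well; inconclusive = wells under 500 cells, flagged as cytotoxic or low count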
WT yeast gro inh = growth inhibition of WT yeast, mitochondrial fusion screen. 190,000 compounds, 2.1% hits. inhibition, % at 10 µM. AID 1362. mitochondrial fusion phenotypic screen, WT strain; in the data active = inhibition above about 58%; tested in S. cerevisiae
West Nile virus CPE = inhibition of WNV-induced cytopathic effect – cell-based, CPE readout (AID 1621). West Nile virus-infected cells, CPE inhibition; higher % means a stronger effect. 290,000 compounds, 0.02% hits. CPE inhibition, % at 10 µM; hits with a dose series show IC50 in µM; in the data active = a potency from the dose series; inconclusive = CPE inhibition mostly from about 3.7% at the one dose, without a potency; inactive = the rest, 99 in 100 with CPE inhibition below about 2.2%; also: strong numbers were not always called active
Myeloid diff MLP = myeloid differentiation induction; ER-HoxA9 myeloid progenitors, lysozyme-GFP differentiation, flow cytometry; calls only at 10 µM; 360,000 compounds, 1% hits; AID 624256;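 active = normalized GFP-positive differentiation at or above the plate's own cutoff, the solvent-only control mean plus 3 SD; inconclusive = no clear call, values can overlap the other calls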;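 also: cells exposed to compound for four days before flow analysis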
Lipid droplet = modulators of hepatic lipid droplet formation; AML12 mouse hepatocytes, oleate lipid droplets, BODIPY imaging; inhibition, % at 6.5 µM; 240,000 compounds, 0.4% hits;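 active = lipid droplet intensity inhibited by at least 50%, with more than 500 cells counted; inconclusive = wells with under 300 cells, treated as cytotoxic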
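material = mouse AML12 hepatocyte cell line, fixed after treatment | also added = 100 µM oleic acid challenge | doses = compound at 6.5 µM only | schedule = overnight exposure | technique = Image-based BODIPY and DAPI two-channel analysis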
bCat nuc transl = alters nuclear translocation of beta-catenin in HeLa cells. nuclear translocation activity, % at 5 µM. 190,000 compounds, 0.3% hits. immunofluorescence imaging;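 active = nuclear translocation activity above 50% at 5 µM, with a well cell count of 50 or more; inconclusive = wells under 50 cells across six images, flagged as toxic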;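 also: per-cell ratio of nuclear to cytoplasmic median beta-catenin stain intensity; plate controls were DMSO negative control for no effect and GSK-3 inhibitor IX positive control for full effect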
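Technique: fluorescence imaging of beta-catenin antibody stain plus DAPI / Material: human HeLa cell line / Incubation: compound treatment 24 h, 37°C, 5% CO2 / Read-out basis: % activation of per-cell nuclear versus cytoplasmic median beta-catenin signal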
WT yeast gro inh mutant strain = further read-out of WT yeast gro inh, marked with its call; inhibition, %; mitochondrial fusion phenotypic screen, mutant strain inhibition
Ins promoter up cell count = recorded beside Ins promoter up, whose call it bears; cell count; measured here: cytotoxicity, nuclei count;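 total cells summed across four imaged fields per well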
Lipid droplet cells 6.5 µM = further read-out of Lipid droplet, marked with its call; cell count; measured here: cell count, cytotoxicity flag;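 cells counted across two imaged fields per well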
bCat nuc transl cell count 5 µM = second read-out of bCat nuc transl, no call of its own (marks repeat the call); cell count; measured here: cell count, cytotoxicity flag
T cell HTS vesicle-bound % = recorded beside T cell HTS, whose call it bears; double positive events, %; measured here: CD8+ vesicle-bound cell fraction;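 binding gate set so that unloaded-vesicle control wells show 10% double positive cells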
MT stabilizer Hoechst-high % = also measured in MT stabilizer; calls as there; % Hoechst-high responders; measured here: nuclear condensation Hoechst responders;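 share of cells brighter than vehicle mean plus two SD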
MT stabilizer cytotoxicity % = second read-out of MT stabilizer, no call of its own (marks repeat the call); toxicity, %; measured here: cytotoxicity by cell density;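 0% = mean cell density of plate MIN control wells and 100% = no cells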
Autophagy HCS cell loss 18 h = also measured in Autophagy HCS; calls as there; toxicity, %; measured here: cell loss, nuclei count;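 cell loss after 18 h compound exposure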
Myeloid diff MLP GFP+ MAC1+ % = further read-out of Myeloid diff MLP, marked with its call; GFP+ MAC1+ double positive, %; measured here: differentiation confirmed by MAC1 staining
Numbers without * were called inactive; i = inactive; ? = inconclusive; . = not tested or not shown.

Order of results: Autophagy HCS | Autophagy HCS cell loss 18 h | MT stabilizer | MT stabilizer Hoechst-high % | MT stabilizer cytotoxicity % | T cell HTS | T cell HTS vesicle-bound % | Ins promoter up | Ins promoter up cell count | WT yeast gro inh | WT yeast gro inh mutant strain | West Nile virus CPE | Myeloid diff MLP | Myeloid diff MLP GFP+ MAC1+ % | Lipid droplet | Lipid droplet cells 6.5 µM | bCat nuc transl | bCat nuc transl cell count 5 µM
> CCc1cccc2c(C(=O)C(F)(F)F)cn(CC(=O)NCC3CCCO3)c12 (stereo unspecified)
    i | 14.3 | 3.9 | 2.1 | 1.7 | i | 58.3 | 0.93 | 1164 | 3.7 | 4.9 | -0.6% | i | 0.5 | -2.0 | 511 | -0.1 | 1420
> O=C1CCCc2c1[nH]c1c(Br)cccc21
    i | -15.8 | 2.5 | 1.3 | 4.3 | i | 1.4 | 0.16 | 1228 | 11.5 | 0.6 | 0.5% | i | 0.9 | . | . | -3.3 | 1019
> O=C(CN1C(=O)S/C(=C\c2ccccc2Cl)C1=O)NCCCn1ccnc1
    . | . | . | . | . | i | 34.0 | . | . | . | . | 0.2% | ? | . | 9.8 | 698 | . | .
> O=C(CC1C(=O)NCCN1Cc1ccoc1)NCCc1ccc(Cl)cc1 (stereo unspecified)
    i | 1.6 | 1.7 | 2.4 | 7.9 | i | 40.7 | . | . | 10.3 | 9.7 | -0.2% | i | 1.0 | -11.5 | 743 | 0.3 | 1003
> CCN(CC)C(=O)Cn1c(=O)n(CCC(=O)Nc2ccc(F)cc2)c(=O)c2sccc21
    . | . | . | . | . | i | 33.0 | . | . | . | . | -0.2% | i | 2.7 | -2.1 | 645 | . | .
> Cc1cc(C)cc(-n2nc(C)cc2N)c1
    i | 1.9 | 1.2 | 1.0 | 5.1 | . | . | . | . | -9.8 | -14.7 | -0.2% | i | 1.3 | 13.9 | 797 | . | .
> CCC(=O)Nc1ccc(N2CCCCC2)c(C(=O)Nc2ccccc2C)c1
    i | -0.7 | 4.1 | 2.9 | 6.7 | i | 14.4 | 0.19 | 933 | . | . | 1.1% | i | 5.1 | 1.1 | 752 | -1.1 | 1178
> CC1Sc2ccc(S(=O)(=O)N3CCC(C(=O)N(C)Cc4ccco4)CC3)cc2NC1=O (stereo unspecified)
    . | . | . | . | . | i | 19.9 | . | . | . | . | 0.1% | i | 1.3 | -41.4 | 684 | . | .
> COc1ccc(C(=O)C2CCCN(C(=O)c3noc4c3CCCC4)C2)cc1F (stereo unspecified)
    i | -25.4 | 2.9 | 3.5 | 4.4 | i | 55.0 | -0.27 | 1359 | 8.4 | 0.6 | -1.1% | i | 0.1 | 9.0 | 746 | 0.3 | 1094
> O=C(OCc1ccccc1)c1cn(-c2ccccc2)nc1-c1ccncc1
    i | -4.8 | 2.5 | 2.2 | 1.8 | i | 20.7 | 0.45 | 1013 | 11.0 | 8.0 | -0.3% | i | 1.2 | . | . | -4.0 | 1412
> CCC(C(=O)N1CCOCC1)n1nc(C)c2c(C)n(-c3ccccc3)nc2c1=O (stereo unspecified)
    . | . | . | . | . | i | 29.4 | . | . | . | . | -0.2% | i | 4.9 | 2.3 | 729 | . | .
> Cc1cc(C)c2nc(N3CCCN(C(=O)c4ccco4)CC3)c(C#N)cc2c1
    i | 2.5 | 3.0 | 3.0 | 5.6 | i | 37.1 | -0.24 | 1077 | 10.0 | 5.9 | -0.2% | i | 0.4 | . | . | 0.1 | 776
> COCc1ccc(C(=O)N2CCCC(N(C)CCc3ccc(OC)c(OC)c3)C2)s1 (stereo unspecified)
    . | . | . | . | . | i | 37.9 | . | . | . | . | -0.2% | i | 0.9 | -13.7 | 691 | . | .
> CCCCOc1ccccc1Cn1c(=O)oc2ccc(C)cc21
    i | -5.3 | 2.1 | 2.5 | 2.7 | i | 7.6 | -0.71 | 1311 | 25.4 | -4.0 | -0.6% | i | 0.6 | -5.3 | 824 | -2.0 | 1178
> CCN=C1S/C(=C\c2ccc(OCC)c(OC)c2)C(=O)N1CC
    i | 10.9 | 3.9 | 2.9 | 1.8 | i | 66.7 | -1.02 | 1332 | -4.3 | -5.4 | -0.5% | i | 0.2 | -7.0 | 570 | 13.9 | 1047
> COc1ccc(F)cc1C(=O)C1CCCN(Cc2cn(C)c3ccccc23)C1 (stereo unspecified)
    i | 6.2 | 2.9 | 1.2 | 6.6 | i | 39.9 | -0.51 | 1237 | 42.5 | 28.0 | -1.6% | i | 0.8 | -40.1 | 695 | -0.3 | 910
> Cc1cc(NC(=O)Nc2ccccc2Cl)no1
    . | . | . | . | . | i | 37.6 | . | . | . | . | -1.2% | i | 0.2 | -6.6 | 778 | . | .
> CC(NC(=O)C(C(=O)c1cccc([N+](=O)[O-])c1)n1cc(Cl)ccc1=O)c1ccccc1 (stereo unspecified)
    i | -5.1 | 2.5 | 1.9 | 5.6 | i | 35.6 | 0.49 | 665 | -14.0 | -0.3 | -0.7% | i | 0.4 | 24.2 | 738 | 1.8 | 1064
> CCN(CC)S(=O)(=O)c1ccc2oc(C(=O)O)c(C)c2c1
    i | -0.4 | 1.3 | 1.8 | 3.3 | i | 45.0 | -0.47 | 1238 | -14.7 | -11.3 | 0.7% | i | 0.8 | -2.1 | 710 | . | .
> C=CCn1c(SCC#N)nc2sc(CC)cc2c1=O
    i | -18.5 | 1.9 | 1.5 | 3.9 | i | 22.6 | -1.49 | 1658 | 7.8 | 25.9 | -0.9% | i | 0.7 | 15.7 | 695 | 0.3 | 998
> O=C(c1cc2ccccc2oc1=O)N(c1ccccc1)C1C=CS(=O)(=O)C1 (stereo unspecified)
    i | -14.9 | 2.7 | 4.2 | 10.4 | i | 42.0 | 0.49 | 1387 | -6.1 | -0.5 | -0.7% | i | 0.7 | -1.9 | 718 | -1.2 | 1160
> Cc1cc(/C=N\NC(=O)CC(=O)NC2CCCCC2)c(C)n1-c1ccc(Cl)cc1
    i | 12.1 | 3.5 | 0.9 | 2.8 | i | 26.7 | 0.23 | 1898 | 10.1 | 22.7 | 0.3% | i | 4.4 | -0.4 | 615 | -0.5 | 1003
> Cc1c(C(=O)N2CCCC2)oc2c1-c1nn(CC(=O)NCCCN3CCCCC3)cc1CC2
    . | . | . | . | . | i | 36.9 | . | . | . | . | 0.1% | i | 0.4 | -3.4 | 757 | . | .
> Cc1ccc(NS(=O)(=O)c2cc(C(=O)O)ccc2Cl)cc1
    i | -1.0 | 4.7 | 2.7 | 8.4 | i | 37.2 | 0.03 | 1148 | 9.0 | 7.4 | 0.3% | i | 0.8 | . | . | 0.7 | 785
> COc1ccccc1C(=O)NCCSCc1c(F)cccc1Cl
    . | . | . | . | . | i | 50.9 | . | . | . | . | -0.8% | i | 0.2 | -8.8 | 825 | . | .
> O=C(CN1CCN(Cc2ccccc2Cl)CC1)N=Nc1c(O)[nH]c2ccccc12
    i | 13.7 | 3.2 | 2.0 | 8.3 | i | 47.8 | -0.47 | 1382 | -14.7 | -4.2 | 1.9% | i | 0.6 | 12.3 | 726 | 1.4 | 1100
> Cc1ccc(NC2CCCN(C(=O)c3c(C)noc3C)C2)cc1C (stereo unspecified)
    . | . | . | . | . | i | 63.8 | . | . | . | . | -0.2% | i | 0.4 | -21.0 | 632 | . | .
> COCCN(C(=O)CCC(=O)Nc1ccccn1)C(C(=O)NC(C)C)c1ccc(C)cc1 (stereo unspecified)
    . | . | . | . | . | i | 35.5 | . | . | . | . | -0.6% | i | 6.4 | 22.3 | 781 | . | .
> O=C(O)CC(Cc1ccc(Cl)cc1)C(=O)NCC12CC3CC(CC(C3)C1)C2 (stereo unspecified)
    . | . | . | . | . | i | 14.5 | . | . | . | . | -0.1% | i | 0.7 | -9.0 | 774 | . | .
> CCOC(=O)C1(C)C=C(Nc2ccc(NC(C)=O)cc2)C(=O)N1c1ccc(NC(C)=O)cc1 (stereo unspecified)
    . | . | . | . | . | i | 22.9 | -0.47 | 1358 | . | . | 0.1% | i | 0.5 | -4.9 | 689 | 0.6 | 1407
> COc1ccc(-n2c(=S)[nH]c3ccccc32)cc1
    i | -3.3 | 3.5 | 2.7 | 6.6 | i | 13.6 | -0.21 | 935 | -3.4 | -2.6 | 1.0% | i | 1.2 | -0.3 | 727 | -3.9 | 1182
> Cc1ccc2nccc(C(=O)N3CCCC(Nc4ccc(C)c(C)c4)C3)c2c1 (stereo unspecified)
    . | . | . | . | . | i | 6.8 | . | . | . | . | 0.3% | i | 2.6 | -33.1 | 707 | . | .
> COc1ccc(NC(=O)CSC2=NN3CCCC(=O)N=C3S2)c(OC)c1
    . | . | . | . | . | i | 8.2 | . | . | . | . | 0.0% | i | 7.9 | 14.8 | 716 | . | .
> COc1ccc(C(F)(F)F)cc1N/C=C/c1nnnn1-c1ccc(C)cc1
    . | . | . | . | . | i | 45.4 | 1.95 | 1462 | . | . | 0.4% | i | 1.1 | . | . | -0.7 | 1392
> COc1cccc(NC(=S)N(CCc2ccc(OC)c(OC)c2)Cc2ccccn2)c1
    i | 16.5 | 3.2 | 2.7 | 8.9 | i | 35.1 | -0.24 | 1178 | -7.5 | 13.4 | -1.1% | i | 0.9 | 18.7 | 665 | -1.1 | 1066
> Nc1nc(SCc2ccc([N+](=O)[O-])cc2)nc2nc3c(cc12)CCCC3
    i | 1.1 | 5.2 | 1.0 | 4.8 | i | 50.8 | 0.14 | 2316 | 9.1 | 12.7 | 0.2% | i | 0.8 | 11.2 | 698 | 1.3 | 980
